# STEP block: STEP (human) phosphatase inhibition. actives 0.25% (n = 360,000). recombinant STEP, OMFP fluorogenic substrate, fluorescence. inhibition, % at 20 µM. P54829. AID 588621;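 active = inhibition at 20 µM, scaled per plate between control wells, above about 37%, limit read from the data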;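 note: 0% = DMSO with enzyme and substrate and 100% = substrate only without enzyme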
# Target sequence (P54829 whole entry, looked up): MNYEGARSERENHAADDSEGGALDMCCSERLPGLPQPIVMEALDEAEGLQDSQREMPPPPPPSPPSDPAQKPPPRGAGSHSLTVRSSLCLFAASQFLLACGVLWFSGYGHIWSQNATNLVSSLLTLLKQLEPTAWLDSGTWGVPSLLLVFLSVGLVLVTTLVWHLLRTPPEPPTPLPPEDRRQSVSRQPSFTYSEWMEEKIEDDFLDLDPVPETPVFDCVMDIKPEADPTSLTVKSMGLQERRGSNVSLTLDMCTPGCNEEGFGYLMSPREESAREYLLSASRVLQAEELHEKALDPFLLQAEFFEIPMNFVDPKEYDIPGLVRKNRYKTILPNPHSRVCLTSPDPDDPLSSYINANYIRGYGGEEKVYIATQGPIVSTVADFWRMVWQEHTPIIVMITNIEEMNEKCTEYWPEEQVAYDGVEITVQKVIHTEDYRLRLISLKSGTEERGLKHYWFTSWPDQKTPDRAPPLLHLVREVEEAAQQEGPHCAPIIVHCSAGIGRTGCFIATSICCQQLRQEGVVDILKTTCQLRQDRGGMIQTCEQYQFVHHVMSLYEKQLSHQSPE
#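 System: isolated STEP enzyme; schedule: 20 min enzyme reaction at room temperature, protected from light; medium: Bis-Tris buffer pH 6.0, 2.5 mM DTT, 0.005% Tween 20; signal: fluorescence, 480/540 nm; dosing: single compound dose of 20 µM, 1% DMSO final; also added: OMFP substrate, 25 µM final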
# Scp1 inh: blocks human Scp-1 phosphatase activity. Q9GZU7. Recombinant Scp1, phosphopeptide, malachite green phosphate absorbance. inhibition, % at 20 µM. actives 0.88% (n = 340,000);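 active = inhibition above about 50% at 20 µM, limit read from the data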;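 note: plate controls were DMSO wells with enzyme for no effect and wells lacking enzyme for full effect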
# Target sequence (Q9GZU7 76-261 limits assumed): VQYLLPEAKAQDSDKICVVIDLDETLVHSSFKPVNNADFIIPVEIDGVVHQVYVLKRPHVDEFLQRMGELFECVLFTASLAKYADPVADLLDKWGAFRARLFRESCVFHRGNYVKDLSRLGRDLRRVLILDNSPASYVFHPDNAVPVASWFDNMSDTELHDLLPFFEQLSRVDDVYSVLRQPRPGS
#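 Material: truncated SCP-1 phosphatase (76-261aa) / Buffer or medium: 50 mM Tris acetate pH 5.5, 0.005% Tween-20, 10 mM MgCl2 / Compound dosing: one concentration, 20 µM, with 1.0% DMSO / Incubation: 45 min room-temperature reaction, 5 min colour, 30 min stabiliser / Detection: colorimetric free-phosphate detection, absorbance 630 nm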
# LMPTP inh: blocks human LMPTP phosphatase | P24666 | recombinant LMPTP-A, OMFP fluorogenic substrate, fluorescence intensity | inhibition, % at 20 µM | actives 0.22% (n = 360,000);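 active = compounds that cut the enzyme signal by at least half of the control window in the single-dose screen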;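 note: plate controls were DMSO wells with enzyme plus substrate for no effect and substrate without enzyme for full effect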
# Target sequence (P24666 whole entry, looked up): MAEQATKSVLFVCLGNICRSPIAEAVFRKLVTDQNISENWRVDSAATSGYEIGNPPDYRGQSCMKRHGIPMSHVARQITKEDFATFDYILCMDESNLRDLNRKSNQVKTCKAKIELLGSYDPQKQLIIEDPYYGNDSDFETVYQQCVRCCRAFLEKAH
#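 Assay system: LMPTP-A, protein tyrosine phosphatase of low molecular weight / Medium: pH 6.0 Bis-Tris buffer with DTT and Triton X-100 / Schedule: 50 min enzyme reaction at room temperature, protected from light / Measured by: endpoint fluorescence intensity from OMFP dephosphorylation / Read-out basis: % inhibition relative to no-enzyme and uninhibited control wells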
# CSN deneddyl inh: inhibitors of human CSN-mediated cullin deneddylation; Q92905; Purified CSN, SCF-Nedd8-OG deneddylation, fluorescence polarization; inhibition, % at 12.5 µM; actives 0.38% (n = 360,000); AID 651999;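 active = pattern-corrected inhibition above about 35%, with an unprinted fluorescence ratio check between 0.5 and 1.5, limit read from the data, passing the limit was not always enough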;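 note: 0% = enzyme with substrate and 100% = substrate without enzyme; some results filed as inactive read as strong as hits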
#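 Assay system: Purified human Csn5 enzyme expressed in HEK293T cells | Amount: Enzyme 0.24 nM | Measured by: Fluorescence polarization readout | Medium: Tris/NaCl/DTT buffer, pH 7.5 | Compound dosing: One concentration, 12.5 µM, 0.25% DMSO | Times: 90 min incubation of compound, enzyme and substrate at room temperature | Control set: no-enzyme wells high, enzyme-with-substrate wells low | Read-out: % inhibition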
# Rin1 Abl inh: blocks binding of human Rin1 to Abl; AID 588664; inhibition, % at 7.35 µM; P00519+Q13671; actives 0.4% (n = 360,000); TR-FRET Rin1/Abl binding, biochemical; in the data active = inhibition above about 5%, passing the limit was not always enough
# NadD inh: NadD (S. aureus) enzyme inhibition | purified NadD enzyme, colorimetric absorbance read-out | inhibition, % at 20 µM | actives 0.78% (n = 360,000) | AID 602399; in the data active = inhibition above about 26%; note: some compounds past the cut are filed as inactive
# Neddylation inh: cullin neddylation inhibition; P61081+Q13564; TR-FRET cullin neddylation, biochemical; calls only at 25 µM; actives 0.58% (n = 360,000); in the data active = inhibition above about 36%
# SUMO1 PPI mod: modulators of human SUMO1-mediated protein-protein interactions; SUMO1 binding to a labelled peptide, TR-FRET, 1 h; inhibition, % at 20 µM; actives 0.33% (n = 360,000); P63165; in the data active = inhibition above about 37%
# Target sequence (P63165 whole entry, looked up): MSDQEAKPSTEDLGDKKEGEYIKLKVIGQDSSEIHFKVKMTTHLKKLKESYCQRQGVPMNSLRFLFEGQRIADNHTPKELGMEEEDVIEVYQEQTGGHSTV
# Rpn11 block: Rpn11 (human) deubiquitinase inhibition; human 26S proteasome, Ub4-pepOG fluorescence polarization; 20S core pre-blocked with epoxomicin; calls only at 20 µM; actives 0.59% (n = 360,000);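 active = inhibition at 20 µM, scaled to each plate's controls, above about 33%, limit read from the data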
# DNMT1 block: DNMT1 (human) enzyme inhibition. DNMT1 molecular beacon, Hinp1I cleavage, fluorescence. inhibition (reported as % activation of signal), % at 10 µM. actives 0.83% (n = 360,000); in the data active = inhibition above about 50%
# The depositor's hits bear a star; i = inactive; · = no result given.
Neddylation inh,Scp1 inh,LMPTP inh,CSN deneddyl inh,SUMO1 PPI mod,NadD inh,DNMT1 block,Rin1 Abl inh,STEP block,Rpn11 block,SMILES
i,-7.1,0.7,0.6,-2.6,-12.9,-0.1,-1.7,-1.8,i,COc1ccc(CC(=O)N/N=C(\C)CC(=O)Nc2ccc3c(c2)OCCO3)cc1
i,-1.6,-0.6,-5.5,-3.5,4.1,2.5,0.2,-2.4,i,C/C(NC1CCCCC1)=C(/C#N)C(=O)NCCN1CCOCC1
i,-11.4,-0.5,0.1,5.3,-0.1,-0.4,-2.0,2.0,i,CCCCC(=O)Nc1cnc(NC(=O)c2ccco2)cc1C
i,-3.2,-1.8,-7.1,0.1,-1.6,0.0,3.4,0.4,i,Fc1cccc(F)c1/C=N/NC(=S)Nc1cccnc1
i,-15.4,-4.7,-1.7,-1.6,-3.9,1.6,-0.5,-9.0,i,CN(C)CCCNC(=O)CCc1nc2ccccc2c(=O)[nH]1
i,7.5,-0.1,1.1,-3.0,-0.6,-1.7,1.0,3.5,i,Cc1c(C(=O)N/N=C/c2ccncc2)nnn1-c1nonc1N
i,3.3,13.2,-0.4,-8.1,-4.5,10.4,-5.0,-1.1,i,COc1ccc2nc(C)cc(SCC(=O)Nc3c(C)cccc3C)c2c1
i,2.1,0.1,-1.2,-0.2,-0.8,0.5,-5.8,4.9,i,Cc1ccc(N(CC(=O)NC2CCCCCC2)S(=O)(=O)c2c(C)nn(C)c2C)cc1
i,-14.1,-0.3,1.5,-3.0,-3.1,-1.4,-1.7,2.5,i,O=C1CC(Sc2cccs2)C(=O)N1c1ccccc1 (configuration not stated)
i,-0.3,0.2,1.9,2.5,-8.6,1.8,2.2,1.8,i,CC(C)(C)n1ncc2c(=O)n(Cc3ccccc3Br)cnc21
i,17.4,0.5,0.1,-3.4,-2.0,-1.1,-2.8,-0.5,i,O=C(NCC(c1cccs1)N1CCOCC1)c1ccc(OCc2ccccc2)cc1 (configuration not stated)
i,-5.7,-1.4,-2.5,0.2,-8.6,-1.1,2.8,-4.1,i,O=C(Oc1cccc(OC(=O)c2ccco2)c1)c1ccco1
i,-7.1,-1.3,-2.1,8.1,0.3,-0.3,0.6,-0.5,i,COc1ccccc1NC(=O)CSc1nnc(NC(=O)C2CCC2)s1
i,6.3,-0.3,-1.7,4.5,-3.6,-12.5,-1.2,0.5,i,O=C(Nc1ccc(Cl)c(Cl)c1)Oc1ccc(NC(=O)c2ccco2)cc1
i,·,-0.3,0.0,-0.6,·,·,·,·,·,CCCCNC(=O)C[C@@H]1C[C@@]2(C(=O)OC)CC(C)(C)CC=C2N(CCc2ccc(OC)c(OC)c2)C1=O
i,-3.3,-0.7,-1.1,-2.5,-5.7,0.6,1.3,1.3,i,CCCCNC(=O)Nc1nnc(C(C)(C)C)s1
i,-4.2,-2.4,0.0,4.0,0.7,-4.4,-3.5,1.3,i,S=C(Nc1cccc(Cl)c1)Nc1ccc2cn[nH]c2c1
i,-5.2,0.0,-2.8,-16.2,-2.7,3.2,-6.8,1.2,i,Cc1cccc2c1N(C)C(=O)C2=O
i,4.9,0.0,5.2,-8.2,3.3,-7.8,2.1,5.9,i,Cc1nnc(SCc2ccc(Cl)cc2)nc1/C=C/N(C)C
i,-6.6,-1.4,-1.6,-3.3,0.9,2.2,-1.8,-2.2,i,COc1ccccc1-n1ccn(CC(=O)Nc2ccc(C)cc2Cl)c(=O)c1=O
i,-5.0,0.1,-4.6,5.1,-2.4,2.7,5.0,-0.5,i,FC(F)(F)c1nc(NCc2cccnc2)c2ccccc2n1
·,3.5,0.8,2.6,3.7,-5.5,0.4,1.4,0.5,i,CCNc1cc2n(c(=O)n1)CCc1cc(OC)c(OC)cc1-2
i,3.5,-0.2,2.4,-4.2,-4.5,-1.6,2.2,-0.1,i,CCOc1ccccc1N1CCN(CC(O)COC2CCCc3ccccc32)CC1 (configuration not stated)
i,-12.8,0.4,7.6,-28.3,-1.9,-1.2,-2.2,1.5,i,CCOC(=O)N1CCN(C(=O)CCN2C(=O)/C(=C\c3ccccc3OC)SC2=S)CC1
i,3.5,8.1,26.5,2.7,6.9,65.6*,-1.0,0.5,i,Clc1ccc(CNc2ccc3nnc(-c4ccccc4)n3n2)cc1
i,1.1,3.5,1.1,-17.5,9.0,-9.3,-3.9,1.8,i,O=C(Nc1ccc(F)cc1F)C1CCCN1S(=O)(=O)c1ccc(-c2ccc(=O)[nH]n2)s1 (configuration not stated)
i,·,0.0,0.1,-0.3,·,·,·,·,·,CC1(C(=O)Nc2ccc3c(c2)OCCO3)CN(S(C)(=O)=O)CC(=O)N1Cc1cccc(C(F)(F)F)c1 (configuration not stated)
i,6.4,1.5,0.0,0.3,1.2,0.5,-1.0,1.8,i,C[C@@H]1CCC(=O)N(CC[C@H](Sc2ccccc2)c2ccccc2)CC1
i,-6.8,-1.9,-5.4,-2.2,-8.4,1.1,2.8,1.7,i,CCC/C(=N/NC(=O)c1ccc2c(c1)OCO2)c1cccs1
i,6.0,0.9,1.4,0.1,-2.4,-7.1,4.3,-1.1,i,CC1=C(C)[N+](=O)C2CCCCC2N1[O-] (configuration not stated)
i,6.5,-0.8,-3.1,-2.9,1.7,0.0,5.0,2.1,i,Cc1ccc(/C=N/n2c(C3CCCCC3)n[nH]c2=S)o1
i,-16.2,2.1,1.7,4.7,5.6,-13.2,2.1,5.1,i,CCN(c1ccc2c(c1)OCO2)S(=O)(=O)c1cc2c(cc1Br)CCN2C(=O)C1CC1
i,-7.4,-0.8,-4.4,-4.6,1.2,0.6,-0.1,1.7,i,CCN(Cc1ccncc1)C(=S)NCc1ccccc1
i,-7.1,-1.8,-0.2,-3.2,-2.1,3.1,2.6,-0.4,i,CCCNC(=O)c1ccc(Cl)cc1Cl
i,-9.0,-1.6,-2.7,4.3,-6.1,5.7,1.7,-2.6,i,C[C@@H]1C[C@H]2[C@@H]3CCC4=CC(=O)C=C[C@]4(C)[C@@]3(F)[C@@H](O)C[C@]2(C)[C@H]1C(=O)CO
i,-2.7,-2.4,-2.6,4.3,-3.5,3.3,-1.6,0.8,i,O=C(Nc1ccc(NC(=O)c2sc3ccccc3c2Cl)cc1)c1ccco1
i,1.6,0.1,2.5,2.6,-3.9,8.9,0.6,-2.2,i,O=C(OCC(=O)N1CCOCC1)c1ccc(Br)cc1
i,-4.2,-0.1,-1.4,3.1,8.4,-2.7,0.2,0.3,i,COc1cc(C)ccc1OCc1cc(C(=O)NCCN2CCOCC2)no1
i,-0.6,-1.3,-1.3,2.9,0.1,-2.3,-1.6,0.2,i,CC(=O)Nc1ccc(S(=O)(=O)N2CCN(S(=O)(=O)c3cccs3)CC2)cc1
i,-8.3,-1.8,-2.7,0.7,2.4,-2.1,1.8,0.3,i,CC(=O)NCCC(=O)Nc1cc(S(=O)(=O)N2CCOCC2)ccc1N1CCOCC1
i,-1.3,-0.7,-2.7,-4.6,1.1,-1.0,-0.3,2.5,i,NC(=O)[C@H]1CC2(CC(c3cccc(NC(=O)[C@H]4CCC(=O)N4)c3)=NO2)CN1C(=O)c1ccccc1C(=O)c1ccccc1 (some centres not stated)
i,9.0,3.4,-2.3,-3.2,1.3,0.8,-1.0,-1.0,i,CCOc1ccc(NC(=O)CN2C(=O)/C(=C3\SC(=S)N(C4CCS(=O)(=O)C4)C3=O)c3ccccc32)cc1 (configuration not stated)
i,0.4,2.4,0.2,-28.0,1.3,2.9,-3.4,0.3,i,CCN(CC)CCCNC(=O)c1cc2nc(-c3ccccc3)cc(C(F)(F)F)n2n1
i,-2.0,4.0,4.7,-0.3,-5.1,3.1,-2.3,0.2,i,CCc1nnc(NC(=O)C2CCC(CNc3c(N4CCCCC4)c(=O)c3=O)CC2)s1 (configuration not stated)
i,-1.7,-0.5,1.9,-0.4,0.7,1.2,1.1,-0.8,i,CCCCCC(=O)NCc1c(C(F)(F)F)nn(C)c1N1CCOCC1

# Profiles, looked up by structure. Screens in order: Neddylation inh	Scp1 inh	LMPTP inh	CSN deneddyl inh	SUMO1 PPI mod	NadD inh	DNMT1 block	Rin1 Abl inh	STEP block	Rpn11 block
# Listed for O=C(Nc1ccc(NC(=O)c2sc3ccccc3c2Cl)cc1)c1ccco1 : i	-2.7	-2.4	-2.6	4.3	-3.5	3.3	-1.6	0.8	i
# Listed for CCN(CC)CCCNC(=O)c1cc2nc(-c3ccccc3)cc(C(F)(F)F)n2n1 : i	0.4	2.4	0.2	-28.0	1.3	2.9	-3.4	0.3	i
# Listed for CCN(c1ccc2c(c1)OCO2)S(=O)(=O)c1cc2c(cc1Br)CCN2C(=O)C1CC1 : i	-16.2	2.1	1.7	4.7	5.6	-13.2	2.1	5.1	i
# Listed for CCc1nnc(NC(=O)C2CCC(CNc3c(N4CCCCC4)c(=O)c3=O)CC2)s1 (configuration not stated) : i	-2.0	4.0	4.7	-0.3	-5.1	3.1	-2.3	0.2	i

# More structures
Neddylation inh,Scp1 inh,LMPTP inh,CSN deneddyl inh,SUMO1 PPI mod,NadD inh,DNMT1 block,Rin1 Abl inh,STEP block,Rpn11 block,SMILES
i,·,-1.2,-2.8,-5.5,-4.3,5.6,1.6,-1.2,i,CCCNC(=O)C1(C)CCN(C(=O)c2ccc3snnc3c2)C1 (configuration not stated)
i,-6.8,4.3,5.8,-7.3,4.0,-9.2,-0.9,-1.2,i,COc1cc(Br)cc(/C=C/c2ccc3cccc(O)c3n2)c1OC
i,-1.9,0.6,35.5*,-5.2,0.3,2.5,-3.0,-5.4,·,CC1=Nc2ccc3ccccc3c2C1(C)C
i,-7.0,0.0,-2.5,-6.9,-0.8,-0.4,2.2,-3.8,i,CC(NC(=O)Nc1ccc([N+](=O)[O-])cc1)C(c1ccccc1)N1CCOCC1 (configuration not stated)
i,-5.2,0.8,2.6,4.5,-4.0,0.3,-3.3,-0.4,i,Cc1ccc(CNc2ccc(N3CCOCC3)c(Cl)c2)cc1
i,-7.4,-2.5,-3.5,-1.3,3.4,0.4,-0.3,2.1,i,COc1ccc(N2CCN(C3CC(=O)N(C)C3=O)CC2)cc1 (configuration not stated)
i,-1.2,0.3,0.9,5.6,0.9,-9.3,-2.2,0.5,i,CCn1c(/C=C/c2cc(Br)ccc2O)nc2ccccc2c1=O
i,-3.7,-1.0,2.1,0.8,-7.0,0.3,-1.4,-3.2,i,CCN(CC(=O)N1CCCC1)S(=O)(=O)c1ccc(F)cc1
i,-5.6,-1.7,1.1,5.9,0.4,2.3,6.2,-2.0,i,Cc1cc(C)cc(NC(=O)CCN2CC(C)OC(C)C2)c1 (configuration not stated)
i,-9.1,1.6,0.2,3.3,-7.2,-2.9,0.2,-2.1,i,CCn1ncc(Br)c1C(=O)Nc1ccc(C(=O)OC(C)C)cc1
